CSM14.1 death rescue = protection against thapsigargin-triggered cell killing – 384-well, CSM14.1, ATP luminescence, primary screen (AID 1222); CSM14.1 thapsigargin-induced death rescue, ATP luminescence; higher % means a stronger effect; cellular ATP content (survival), % at 20 µM, or EC50 in µM where a hit was titrated; 190,000 tested, under 10 active;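 active means EC50 below 50 µM in the dose-response confirmation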;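 further: death triggered by thapsigargin at about 15 µM added after 2 h compound pretreatment; cell ATP read after overnight thapsigargin exposure of roughly 18 to 22 hours; normalized against plate controls of thapsigargin alone and 5% DMSO vehicle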
TNAP activation fold = human TNAP enzyme activators, primary screen, biochemical, luminescent, no phosphate acceptor, uHTS (AID 1001); purified TNAP, luminescent activation assay, no phosphate acceptor; higher activation fold means a stronger effect; activation fold at 20 µM, or EC50 in µM where a hit was titrated; 200,000 compounds, 0.03% hits; in the data active means activation fold from about 3, or a potency from the dose series; inactive means the rest, 99 in 100 with activation fold below about 1.6; further: many of its hits are not listed in these tables
West Nile virus CPE = West Nile virus antiviral activity, cell-based, CPE readout (AID 1621); West Nile virus-infected cells, CPE inhibition; higher % means a stronger effect; one-dose CPE inhibition, % at 10 µM; IC50 in µM for titrated hits; 290,000 compounds, 0.02% hits; in the data active means a potency from the dose series; inconclusive means CPE inhibition mostly from about 3.7% at the one dose, without a potency; inactive means the rest, 99 in 100 with CPE inhibition below about 2.2%; further: strong numbers were not always called active
Insulin prom up = MIN6 insulin promoter up-regulation; MIN6 insulin promoter-GFP reporter, high-content imaging; stronger effect = higher value; z-score at 5 µM; 190,000 compounds, 0.3% hits; AID 1625;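 active means z-score above 3 at 5 µM with at least 500 cells counted in the well; inconclusive means wells under 500 cells, flagged as cytotoxic or low count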
PhoP inhibition = inhibitors of PhoP regulon expression, primary screen, Salmonella Typhimurium, GFP reporter (AID 1863). S. Typhimurium PhoP-regulated promoter GFP reporter, 4 h; higher % means a stronger effect. inhibition, % at 50 µM; hits with a dose series show IC50 in µM. 300,000 compounds, 0.16% hits;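 active means inhibition over 29.93%, a cutoff 3 SD above the screen mean, later confirmed by dose response; inconclusive means inhibition over 29.93% but no dose response follow-up; inactive means inhibition at most 29.93% or unconfirmed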;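 further: 0% = low Mg2+ inducing control and 100% = high Mg2+ repressing control; strong numbers were not always called active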
PMI inhibition = MPI inhibition at elevated mannose 6-phosphate – biochemical, fluorescence intensity, high mannose 6-phosphate, primary screen (AID 1220). recombinant PMI enzyme, coupled fluorescence intensity; higher % means a stronger effect. inhibition, % at 20 µM; hits with a dose series show IC50 in µM. 190,000 compounds, 0.66% hits
Large T inhibition = TAg ATPase/helicase activity blockers – biochemical (AID 1903); SV40 large T antigen ATPase/helicase inhibition assay; higher % means a stronger effect; inhibition, % at 20 µM, or IC50 in µM where a hit was titrated; 310,000 compounds, 0.39% hits; in the data active means a potency from the dose series; inconclusive means inhibition mostly from about 32% at the one dose, without a potency; inactive means the rest, 99 in 100 with inhibition below about 32%; further: strong numbers were not always called active
human PMI inhibition = inhibitors of human PMI, primary screen, biochemical, fluorescence intensity, coupled assay (AID 1209); purified PMI enzyme, coupled fluorescence intensity; higher % means a stronger effect; 190,000 compounds, 0.42% hits; one-dose inhibition, % at 20 µM; IC50 in µM for titrated hits;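 further: plate controls were DMSO vehicle for no effect and wells lacking substrate for full effect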
RSV CPE inhibition = RSV antiviral activity via CPE protection, HEp-2 cells, primary 10 µM value included (AID 2391); 310,000 compounds, 0.13% hits; CPE inhibition, % at 10 µM; hits with a dose series show IC50 in µM; HEp-2 cells, RSV-induced CPE inhibition; higher % means a stronger effect; in the data active means a potency from the dose series; inconclusive means CPE inhibition mostly from about 23% at the one dose, without a potency; inactive means the rest, 99 in 100 with CPE inhibition below about 21%; further: strong numbers were not always called active
Insulin prom up cell count = recorded beside Insulin prom up, whose call it bears; cell count; measured here: cytotoxicity, nuclei count;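 total cells summed across four imaged fields per well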
The depositor's hits bear a star; ? = inconclusive; . = no result given. Unless noted, no stated cut-off is given here; in the data, active means inhibition above about 50%; inactive means the rest.

No.	Structure	PhoP inhibition	West Nile virus CPE	Insulin prom up	Large T inhibition	Insulin prom up cell count	human PMI inhibition	RSV CPE inhibition	TNAP activation fold	PMI inhibition	CSM14.1 death rescue
1	CCCOc1ccc(/C=C2/C(=O)ON=C2C)cc1Cl	-5.2%	-0.3%	.	14.1%	.	.	1.5%	.	.	.
2	C(=C\c1ccccn1)/c1ccccn1	4.0%	0.7%	0.22	4.5%	1303	.	0.2%	.	.	.
3	COc1ccc(N(C(=O)COc2ccccc2)C2C=CS(=O)(=O)C2)c(OC)c1 (stereo not given)	-3.5%	-0.1%	-0.26	3.1%	1339	-2.2%	0.7%	1.1	8.0%	-2.3%
4	CCOCCCNC(=O)CCCC1=NS(=O)(=O)c2ccccc2N1	-13.1%	-0.4%	0.3	2.6%	1150	3.2%	0.8%	1.1	2.9%	-2.6%
5	CCC(C)NC(=S)N(CCc1ccccc1)Cc1cc2cc(OC)c(OC)cc2[nH]c1=O (stereo not given)	8.7%	-0.5%	.	11.8%	.	26.5%	16.3%	1.1	13.8%	-2.7%
6	COc1cc(-c2nc(-c3ccc(NC(=O)c4ccc(Br)o4)cc3)no2)cc(OC)c1OC	-4.5%	?	.	6.2%	.	8.8%	3.3%	1.1	7.5%	-2.1%
7	CC(C)(C)C1CCc2[nH]nc(C(=O)O)c2C1 (stereo not given)	3.7%	0.2%	-1.3	-6.9%	1233	9.2%	2.0%	1.2	6.3%	-2.8%
8	O=C1c2ccccc2NC(c2ccc(F)cc2)N1Cc1ccccc1 (stereo not given)	4.8%	-0.8%	.	23.1%	.	.	2.4%	.	.	.
9	CCOC(=O)c1sc(N(Cc2ccccc2)C(=O)COC(=O)c2cnccn2)nc1C	-6.4%	-0.5%	-0.38	5.7%	1202	5.1%	-1.4%	1.1	10.7%	-0.2%
10	CC1C(=O)C(C)C(c2ccco2)NC1c1ccco1 (stereo not given)	-7.9%	-0.5%	0.78	3.9%	897	-13.5%	0.3%	1	-26.7%	-0.8%
11	O=C(Nc1c(Cl)ccc2nsnc12)c1ccc([N+](=O)[O-])o1	1.6%	?	.	8.9%	.	.	7.2%	.	.	.
12	COc1cc(S(=O)(=O)N(Cc2ccccc2)Cc2ccccn2)ccc1-n1cnnn1	9.9%	-0.4%	.	12.7%	.	3.2%	0.3%	1.1	3.3%	6.3%
13	O=C(CC1SC2=NCCN2C1=O)Nc1ccc(Br)cc1 (stereo not given)	-5.5%	0.4%	.	3.6%	.	2.7%	1.2%	1.1	0.2%	-1.2%
14	NC(=O)C1Cc2ccccc2CN1C(=O)c1cccc(Oc2ccccc2)c1 (stereo not given)	-1.8%	-0.8%	.	1.4%	.	.	8.5%	.	.	.
15	CSc1nnc(C2CCCN2)n1C (stereo not given)	1.8%	0.5%	-0.79	3.9%	1248	-3.1%	0.9%	1.1	-10.5%	-0.9%
16	COc1cc(OC)cc(C(=O)NC2CCSC2=O)c1 (stereo not given)	13.5%	0.4%	0.19	12.8%	1271	4.0%	1.3%	1.2	4.0%	0.9%
17	Cc1occc1-c1nnc(SCC(=O)NC(=O)NC(C)C)n1N	-3.2%	-0.1%	2.4	19.0%	1274	4.3%	0.6%	1.2	0.4%	-1.0%
18	O=C(N/N=C/c1ccccn1)c1cc(-c2ccc3ccccc3c2)n[nH]1	-5.0%	?	0.25	7.3%	1436	-0.4%	7.8%	1.9	-14.1%	0.2%
19	O=C(CSc1ccc(F)cc1)Nc1ccc(N2CCOCC2)cc1	2.4%	0.2%	.	3.4%	.	.	2.3%	.	.	.
20	O=C(C1CCN(S(=O)(=O)N2CCOCC2)CC1)N1CCc2ccccc21	8.8%	-0.4%	0.48	3.2%	1169	7.6%	-0.3%	1.1	5.3%	-0.3%

Further records.
No.	Structure	PhoP inhibition	West Nile virus CPE	Insulin prom up	Large T inhibition	Insulin prom up cell count	human PMI inhibition	RSV CPE inhibition	TNAP activation fold	PMI inhibition	CSM14.1 death rescue
21	CCOC(=O)C1CCN(C(=O)N(CC)CC)CC1	6.0%	0.4%	-0.73	7.1%	1499	0.9%	-0.1%	1.1	0.9%	1.4%
22	COCCCNC(=O)CCc1nnc2ccc(N3CCC(C)CC3)nn12	-3.0%	-0.3%	.	5.8%	.	.	1.1%	.	.	.
23	CCN1C(=O)N[C@H](c2ccc(Br)cc2)C(C(C)=O)=C1C	-0.7%	-0.2%	0.25	5.9%	1246	-9.9%	2.0%	1.1	-5.3%	-1.2%
24	COC(=O)c1ccc(/C=C/C(=O)c2ccc(OC)cc2)cc1	4.5%	?	-0.62	8.4%	1578	7.9%	1.1%	1.1	0.5%	-4.3%
25	CC#CC[N+](C)(C)CCCCCCCC	2.1%	0.4%	-1.15	12.9%	909	.	-0.2%	.	.	.
26	COc1ccc(NC(=O)c2sccc2SCC#N)cc1	30.4%	-0.4%	1.27	-6.5%	1986	17.1%	2.4%	1.1	13.5%	-3.1%
27	COc1ccccc1C(=O)C1CCCN(C(=O)c2snnc2C)C1 (stereo not given)	1.7%	0.0%	1.89	5.6%	1444	0.4%	3.1%	1.1	-4.9%	-2.3%
28	O=C(CCS(=O)(=O)c1cccc2nonc12)Nc1cccc2c1CCCC2	15.0%	-0.5%	-0.3	-1.5%	920	13.0%	0.9%	1.1	2.4%	-3.8%
29	CC1CCN(CC(=O)Nc2ccc(S(=O)(=O)N3C(C)CCCC3C)cc2)CC1 (stereo not given)	-0.4%	-1.2%	.	0.1%	.	.	1.8%	.	.	.
30	Cc1cc(C)n(C(=O)CNC(=O)COc2ccccc2)n1	14.8%	0.5%	.	1.3%	.	4.2%	1.8%	1	7.0%	-1.2%
31	O=C(Cc1cc(=O)[nH][nH]1)N/N=C/c1ccccc1[N+](=O)[O-]	-0.1%	-0.1%	0.1	19.0%	1457	5.7%	1.5%	1.1	7.8%	-1.3%
32	COc1ccc(NC(=O)CSc2nc3[nH]ncc3c(=O)n2-c2ccccc2C)cc1OC	9.1%	1.7%	-0.7	-0.7%	1258	10.5%	3.8%	1	18.3%	-0.3%
33	CCOC(=O)c1[nH]ncc1CN1CCCC(C(=O)c2cccc(OC(C)C)c2)C1 (stereo not given)	7.5%	0.3%	-0.12	-0.7%	1436	7.3%	0.8%	1.2	-0.6%	-2.2%
34	Cc1cccc(OCC(=O)NNc2c3ccccc3nc3ccccc23)c1	45.2%	?	-0.4	14.3%	1535	6.1%	1.8%	0.9	6.1%	1.3%
35	CCOC(=O)C1=C(O)C(=O)N(c2ccc(S(N)(=O)=O)cc2)C1c1ccc(OC)cc1OC (stereo not given)	-2.1%	0.8%	0.11	10.0%	1166	-11.4%	0.9%	0.9	-8.9%	13.2%
36	Nc1nc(Sc2ccc([N+](=O)[O-])cc2[N+](=O)[O-])n[nH]1	-4.9%	-0.1%	0.16	14.1%	1014	.	1.7%	.	.	.
37	O=S(=O)(NCC(O)c1ccccc1)c1cc(Cl)sc1Cl (stereo not given)	-6.1%	-0.2%	.	9.4%	.	.	0.8%	.	.	.
38	Fc1ccccc1C1CC(c2ccco2)=Nc2ccccc2S1 (stereo not given)	5.1%	0.5%	-0.07	13.6%	941	.	1.2%	.	.	.
39	CN(C(=O)CSc1nc2c(cnn2-c2ccccc2)c(=O)[nH]1)C1CCS(=O)(=O)C1 (stereo not given)	-0.7%	-0.1%	-0.15	11.0%	1555	-6.8%	3.7%	1	2.0%	-2.3%
40	Fc1cccc(F)c1-c1nc(-c2ccncc2)no1	-0.5%	0.0%	.	4.4%	.	.	67.8%	.	.	.

Following part.
No.	Structure	PhoP inhibition	West Nile virus CPE	Insulin prom up	Large T inhibition	Insulin prom up cell count	human PMI inhibition	RSV CPE inhibition	TNAP activation fold	PMI inhibition	CSM14.1 death rescue
41	CN1CCN(CCCNC(=O)c2ccc3c(=O)n(CCc4ccccc4)c(=O)[nH]c3c2)CC1	0.8%	0.5%	.	11.4%	.	.	-1.1%	.	.	.
42	O=C(O)CCc1ccc(-c2cccs2)n1NC(=O)c1ccco1	-9.1%	0.4%	-0.38	7.4%	1234	18.0%	1.5%	1.1	14.6%	1.9%
43	COC(=O)c1nnn(-c2nc(N(C)C)nc(N(C)C)n2)c1C	-2.6%	-0.5%	0.38	3.5%	1201	9.5%	4.0%	1	23.7%	-0.7%
44	CC(C)NC(=O)NC(=O)CSc1nnc(-c2c[nH]c3ccccc23)o1	9.6%	-0.3%	.	0.8%	.	.	1.9%	.	.	.
45	CCC(C)(C)n1nnnc1C(c1cc2cccc(C)c2[nH]c1=O)N1CCN(C(=O)c2ccco2)CC1 (stereo not given)	-6.0%	0.5%	.	9.4%	.	0.6%	-1.9%	1	-0.8%	-1.1%
46	O=C(COc1ccc2c3c(c(=O)oc2c1)CCCC3)NCCN1CCOCC1	2.0%	-0.5%	.	3.6%	.	.	0.7%	.	.	.
47	Cc1ccc(-n2cc(-c3ccccc3)c3c(=O)[nH]cnc32)cc1	7.3%	-1.2%	0.13	21.6%	1331	0.1%	?	1	7.2%	0.7%
48	Nc1nnnn1/N=C/c1cccc(Br)c1	4.3%	-0.3%	.	6.8%	.	.	43.0%	.	.	.
49	O=S(=O)(Nc1cccc2nsnc12)c1ccccc1	-1.6%	0.2%	.	25.0%	.	6.1%	-0.5%	1.1	7.8%	1.3%
50	COCCNC(=S)Nc1cc(OC)c(NC(=O)c2ccco2)cc1OC	-6.6%	0.7%	-0.23	9.3%	1672	12.1%	1.5%	1	33.4%	0.9%
51	N#Cc1ccc(C(=O)NC23CC4CC(CC(C4)C2)C3)cc1	-1.3%	-0.4%	.	6.5%	.	.	0.7%	.	.	.
52	COCCNc1nc(C)cc(-c2cc(-c3ccc(Cl)cc3)on2)n1	-0.6%	0.1%	0.52	10.0%	967	.	-0.6%	.	.	.
53	COc1ccc2c(-c3cc4ccc(OCc5ccc(F)cc5)cc4oc3=O)cc(=O)oc2c1	0.5%	-0.8%	-0.09	4.3%	1191	-5.9%	1.2%	1.1	-0.2%	-1.6%
54	Cc1nc2ncnn2c(C)c1CCC(=O)N1CCc2ccccc21	-5.3%	-0.3%	-0.94	24.6%	1246	5.2%	1.8%	1.1	1.8%	3.3%
55	COc1cccc(C2C(C(=O)OC(C)C)=C(C)N=c3s/c(=C\c4ccc(C(=O)O)cc4)c(=O)n32)c1 (stereo not given)	-9.6%	-0.5%	.	12.6%	.	.	13.5%	.	.	.
56	CCCCSc1nc(CCC)cc(=O)[nH]1	7.5%	0.5%	0.8	2.4%	820	-6.6%	5.5%	1.1	-7.4%	-2.6%
57	CCOC(=O)C(NC(=O)CC(C)C)(Nc1sc2c(c1C(N)=O)CCCC2)C(F)(F)F (stereo not given)	2.3%	-0.2%	-0.09	-0.6%	1177	-2.2%	0.4%	1	10.5%	-2.8%
58	Cc1ccc(CNC(=O)CCCCn2c(=O)[nH]c3ccsc3c2=O)cc1	0.9%	-0.5%	0.05	12.6%	1188	-4.3%	3.9%	1.1	-4.8%	0.4%
59	COC(=O)Cc1ccc(NC(=S)N2CCCC(CO)C2)cc1 (stereo not given)	-8.4%	0.2%	1.98	12.1%	1529	13.9%	2.7%	1.1	9.0%	-4.9%

Screening data: PubChem BioAssay, several laboratories
